From PubChem
ABCB1 inh – ABCB1 efflux pump inhibitors, primary screen, cell-based, multiplex, flow cytometry, ABCG2 counter-screen; ATP-dependent translocase ABCB1 (Homo sapiens), P08183; CCRF-Adr cells, JC-1 efflux; inhibition, % at 6.6 µM; actives 0.067% (n = 190,000); in the data active = inhibition above about 40%;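 also: 0% = vehicle and 100% = reference inhibitor; higher value means more JC-1 retained so stronger ABCB1 efflux block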
HRas wt GTP – modulators of GTP binding to HRas wildtype, primary screen, biochemical, bead-based flow cytometry, multiplex; GST-Ras wt beads, Bodipy-FL-GTP binding; actives lie on both sides; GTPase HRas (Homo sapiens), P01112; actives 0.14% (n = 190,000); GTP binding activity, % at 10 µM;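 active = GTP binding activity at least 20% away from the 100% baseline, either lowered as inhibitor or raised as activator; inconclusive = flagged as likely green fluorescent, judged across all proteins in the well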;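 also: 0% = unlabeled GTP competition control and 100% = no-compound control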
Target sequence (P01112 whole entry, looked up): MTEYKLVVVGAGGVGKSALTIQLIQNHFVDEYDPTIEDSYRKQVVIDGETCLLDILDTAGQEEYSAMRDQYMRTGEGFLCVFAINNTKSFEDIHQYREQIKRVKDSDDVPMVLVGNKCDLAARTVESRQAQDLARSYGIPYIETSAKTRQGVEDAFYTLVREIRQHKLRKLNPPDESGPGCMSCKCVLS
Rac1 wt GTP bind – wildtype Rac1 GTP binding modulators, primary screen, biochemical, GST-Rac1 beads, flow cytometry, multiplex; GTP binding activity (% of control), % at 10 µM; actives 0.27% (n = 190,000); Ras-related C3 botulinum toxin substrate 1 (Homo sapiens), P63000; fluorescent GTP binding; actives lie on both sides; 0 = cold GTP competed, 100 = untreated; AID 757, 2007;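 active = GTP binding activity at least 20 points away from the 100% control level, either lower or higher; inconclusive = compound flagged as likely green fluorescent, judged across all proteins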
ABCG2 inh – ABCG2 efflux pump inhibitors, primary screen, multiplex with ABCB1, IgMXP3 cells, flow cytometry; Broad substrate specificity ATP-binding cassette transporter ABCG2 (Homo sapiens), Q9UNQ0; JC-1 efflux; inhibition, % at 6.6 µM; actives 0.1% (n = 190,000); AID 1325, 2008;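 active = inhibition above 80%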;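 also: 0% = DMSO and 100% = nicardipine control wells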
Target sequence (Q9UNQ0 whole entry, looked up): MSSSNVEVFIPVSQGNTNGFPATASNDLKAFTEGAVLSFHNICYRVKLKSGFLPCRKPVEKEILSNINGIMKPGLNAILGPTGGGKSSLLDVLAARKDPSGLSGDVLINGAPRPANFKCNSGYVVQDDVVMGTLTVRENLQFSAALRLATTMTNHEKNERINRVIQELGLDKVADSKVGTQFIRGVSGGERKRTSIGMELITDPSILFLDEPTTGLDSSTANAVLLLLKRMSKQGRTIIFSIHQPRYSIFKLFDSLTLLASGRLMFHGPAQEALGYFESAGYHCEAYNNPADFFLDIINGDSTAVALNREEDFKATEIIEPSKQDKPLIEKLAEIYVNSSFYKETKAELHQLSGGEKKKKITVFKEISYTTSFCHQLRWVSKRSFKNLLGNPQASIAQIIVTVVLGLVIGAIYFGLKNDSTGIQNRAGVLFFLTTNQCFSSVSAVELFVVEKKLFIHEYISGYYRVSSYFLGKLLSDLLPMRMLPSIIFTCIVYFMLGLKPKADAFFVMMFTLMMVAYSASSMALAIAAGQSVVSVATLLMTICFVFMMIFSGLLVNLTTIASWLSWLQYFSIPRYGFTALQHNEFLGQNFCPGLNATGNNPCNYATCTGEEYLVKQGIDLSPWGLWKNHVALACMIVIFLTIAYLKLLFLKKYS
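System: two drug-resistant human cell lines, ABCG2 and ABCB1; controls: nicardipine high and DMSO low controls; times: 10 min exposure at 25 °C with rotation, no wash; detection: flow cytometry of retained JC-1 fluorescence; read-out basis: percent efflux inhibition, scaled nicardipine 100% to DMSO 0%; doses: one concentration, 6.6 µM final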
Pf gametocyte – late stage P. falciparum gametocyte viability inhibitors, primary screen, ATP luminescence, HTS. inhibition, % at 10.9 µM. actives 0.065% (n = 150,000). AID 743093, 2013. P. falciparum stage V gametocytes, 24 h;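 active = inhibition above the mean plus 3 SD of compounds within the control limits, set per campaign, cut at about 38% in these data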;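 also: 0% = DMSO wells and 100% = medium only without gametocytes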
Rac1 act GTP bind – GTP binding modulators of activated mutant Rac1, primary screen, biochemical, bead-based flow cytometry, multiplex, fluorescent GTP | GST-Rac1 activated beads; actives lie on both sides; 100% means binding = to untreated wells | percent activity (GTP binding), % at 10 µM | actives 0.11% (n = 190,000);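 active = GTP binding at least 20 percentage points away from the 100% baseline, in either direction, so actives lie on both sides; inconclusive = Compound likely fluorescent itself, or too few beads counted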
GSH fluor – compound fluorescence on glutathione beads, profiling panel, artefact control, biophysical, 488/530 nm, flow cytometry; GSH beads flow cytometry, compound fluorescence 488/530 nm; hits give high values; fluorescence (KMESF) at 10 µM; actives 0.25% (n = 190,000); AID 1776, 2009; in the data active = fluorescence above about 89;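 also: glutathione beads carrying GST-tagged Bcl family fusion proteins plus one bare bead set; values are compound well signal with DMSO vehicle wells as background; inactives centre near 16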
Rab2A wt mod – modulators of GTP binding to Rab2A wildtype, primary screen, biochemical, dog, bead-based flow cytometry, multiplex; AID 760, 2007; actives 0.19% (n = 190,000); GST-Rab2 wt beads, Bodipy-GTP binding; Ras-related protein Rab-2A (Canis lupus familiaris), P61105; GTP binding activity, % at 10 µM;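 active = GTP binding activity at least 20 points away from 100%, either lowered or raised; inconclusive = signal likely due to the compound's own green fluorescence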;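 also: 0% = beads with excess unlabeled GTP and 100% = no-compound control corrected for plate trend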
Cdc42 wt – modulators of GTP binding to wildtype Cdc42, primary screen, biochemical, multiplex bead flow cytometry, Bodipy-GTP | GST-Cdc42 beads; actives lie on both sides | percent activity (GTP binding), % at 10 µM | actives 0.2% (n = 190,000) | AID 761, 2007;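 active = percent activity GTP binding at least 20 points away from the 100% baseline, either down as inhibitor or up as activator; inconclusive = compound flagged as likely green fluorescent from well-wide comparison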;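 also: median bead fluorescence of bound Bodipy-FL-GTP at 100 nM; 0% = excess unlabeled GTP control and 100% = no compound control; below 100% means less GTP binding so inhibitor and above means activator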
Target sequence (P60953 whole entry, looked up): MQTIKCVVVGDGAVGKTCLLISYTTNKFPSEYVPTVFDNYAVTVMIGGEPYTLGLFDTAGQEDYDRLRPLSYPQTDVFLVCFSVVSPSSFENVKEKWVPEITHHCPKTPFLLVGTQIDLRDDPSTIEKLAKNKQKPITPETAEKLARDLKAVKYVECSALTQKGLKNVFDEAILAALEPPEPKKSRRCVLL
Rab7 wt GTP bind – modulators of GTP binding to Rab7, primary screen, biochemical, wildtype, multiplex bead flow cytometry. actives 0.055% (n = 190,000). GST-Rab7 beads, fluorescent GTP binding; actives lie on both sides; untreated = 100%, excess cold GTP = 0%. Rab7 GTPase wild type (dog), Bodipy-FL-GTP binding. GTP binding activity (percent of control), % at 10 µM;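 active = fluorescent GTP binding to Rab7 beads changed by at least 20 points from the 100% baseline, either direction, mostly lower; inconclusive = compound itself probably fluorescent, or too few beads counted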;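 also: median green fluorescence of bound Bodipy-FL-GTP per Rab7 bead population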
Avidin fluor – green autofluorescence of compounds with avidin beads – biophysical, 488/530 nm, flow cytometry, artefact control, profiling panel | compound fluorescence 488/530 nm; hits give high values | fluorescence (KMESF) at 10 µM | actives 0.38% (n = 220,000); in the data active = fluorescence above about 47; also: inactives centre near 10
Starred values were filed as active, the others as inactive; ? = inconclusive; nt = not tested or not shown.

SMILES	ABCB1 inh	HRas wt GTP	Rac1 wt GTP bind	ABCG2 inh	Pf gametocyte	Rac1 act GTP bind	GSH fluor	Rab2A wt mod	Cdc42 wt	Rab7 wt GTP bind	Avidin fluor
Cc1nn(CC(=O)NC(C)c2ccccc2)c(C)c1[N+](=O)[O-] (stereo not given)	-0.2	93.0	96.0	2.6	21.3	94.0	10	94.0	91.0	99.0	9
CCOC(=O)C1=C(C)NC(=O)NC1c1ccc(N(C)C)cc1 (stereo not given)	-2.5	101.0	102.0	-3.3	nt	98.0	23	100.0	100.0	102.0	8
COc1cccc(NC(=O)CC2(CC(=O)O)CCCC2)c1	0.6	?	?	1.4	3.2	?	10	?	?	?	15
CCOC(=O)C1=C(O)CSC1=Nc1ccc(C)cc1	0.9	102.0	103.0	12.9	2.0	99.0	27	106.0	99.0	107.0	10
O=C(O)C1C2CC2CN1C(=O)c1ccc(Cl)cc1Cl (stereo not given)	1.0	95.0	95.0	0.1	6.7	92.0	9	93.0	94.0	95.0	9
COc1cccc(CC(=O)Nc2ccccc2C(=O)N2CCOCC2)c1	0.4	98.0	101.0	4.0	2.1	101.0	11	98.0	102.0	98.0	5
Cc1c(C)n(C(=O)CSc2nc3ccccc3[nH]2)c2ccccc12	-0.3	100.0	99.0	-0.2	nt	97.0	39	98.0	99.0	101.0	8
O=C(NCc1ccc(Cl)cc1)c1cccc(NC(=O)c2ccccc2)c1	nt	98.0	102.0	9.3	nt	96.0	10	97.0	100.0	97.0	15
CCOC(=O)c1ccccc1NC(=O)CC1SC(=NC)N(C)C1=O (stereo not given)	1.4	101.0	110.0	46.1	nt	101.0	20	100.0	106.0	98.0	28
C=CCNC(=S)Nc1cc(S(=O)(=O)N2CCOCC2)ccc1-n1cncn1	-0.7	101.0	101.0	-4.2	-12.4	101.0	16	102.0	101.0	99.0	6
CCOc1ccc(-n2c(C)cc(/C=N/NC(=O)C(N)=O)c2C)cc1	0.4	97.0	98.0	16.8	4.9	96.0	9	98.0	98.0	98.0	10
CCCn1c(SCC(=O)N2CCc3ccccc32)nnc1-c1ccco1	1.8	99.0	103.0	23.7	nt	97.0	26	98.0	97.0	99.0	10
CS(=O)(=O)N(CC(=O)NCc1ccncc1)c1cc(Cl)cc(Cl)c1	-0.1	100.0	106.0	0.0	nt	99.0	15	101.0	104.0	101.0	4
Cc1cc(C)nc(N(C#N)C(C)C(=O)N(C)C)n1 (stereo not given)	0.7	96.0	99.0	6.2	31.8	98.0	13	98.0	97.0	99.0	9
CCNc1ccc(C(=O)N/N=C/c2c(C)nn(-c3ccccc3)c2N2CCCC2)cc1[N+](=O)[O-]	1.0	99.0	102.0	5.5	6.7	101.0	13	99.0	100.0	97.0	10
COc1ccc2c(=O)c3c(=O)n(Cc4ccco4)c(-c4ccc(C)cc4)nc3oc2c1	2.7	102.0	105.0	15.3	-10.5	98.0	26	97.0	98.0	99.0	11
Cc1nn(C)c(Cl)c1CN1CCN(C2CCCC2)C(CCO)C1 (stereo not given)	0.9	95.0	95.0	2.7	-18.8	94.0	13	97.0	96.0	96.0	8
COc1ccc(NC(=O)CC2C(=O)N(C)C(=S)N2Cc2cccs2)cc1 (stereo not given)	1.8	101.0	104.0	8.6	-2.1	99.0	4	99.0	98.0	98.0	12
Cc1ccccc1N1CCN(C(=S)c2ccc(-c3cccc([N+](=O)[O-])c3)o2)CC1	-0.2	100.0	102.0	5.8	nt	100.0	19	101.0	100.0	105.0	5
CCOCCCNC(=O)CCNS(=O)(=O)c1ccc(C)cc1	-0.2	97.0	101.0	0.0	nt	96.0	55	96.0	97.0	96.0	8
O=C(N/N=C/C=C/c1ccc(Br)cc1)C(O)c1ccccc1 (stereo not given)	0.4	100.0	105.0	14.1	2.8	100.0	15	98.0	102.0	98.0	11
CCOC(=O)COc1ccc2c(c1)C(=O)CC(C)(C)O2	0.9	100.0	99.0	14.1	nt	98.0	13	99.0	100.0	99.0	38
Cc1nn(-c2ccccc2)c(C)c1C(=O)OCC(=O)NC(=O)NC1CCCCC1	0.7	98.0	99.0	9.6	-10.4	98.0	26	98.0	99.0	96.0	9
Cc1sc2ncnc(Nc3ccccc3)c2c1C	0.2	107.0	108.0	3.4	nt	103.0	13	105.0	108.0	100.0	92*
CCCC(=O)Nc1nc2nc(-c3ccccc3)cc(-c3ccccc3)n2n1	0.8	105.0	107.0	4.1	nt	104.0	22	103.0	106.0	102.0	5

One compound at a time, as listed above. Order of screens: ABCB1 inh | HRas wt GTP | Rac1 wt GTP bind | ABCG2 inh | Pf gametocyte | Rac1 act GTP bind | GSH fluor | Rab2A wt mod | Cdc42 wt | Rab7 wt GTP bind | Avidin fluor
CCCC(=O)Nc1nc2nc(-c3ccccc3)cc(-c3ccccc3)n2n1 as listed: 0.8 | 105.0 | 107.0 | 4.1 | nt | 104.0 | 22 | 103.0 | 106.0 | 102.0 | 5
Cc1nn(CC(=O)NC(C)c2ccccc2)c(C)c1[N+](=O)[O-] (stereo not given) as listed: -0.2 | 93.0 | 96.0 | 2.6 | 21.3 | 94.0 | 10 | 94.0 | 91.0 | 99.0 | 9

Continuation.
SMILES	ABCB1 inh	HRas wt GTP	Rac1 wt GTP bind	ABCG2 inh	Pf gametocyte	Rac1 act GTP bind	GSH fluor	Rab2A wt mod	Cdc42 wt	Rab7 wt GTP bind	Avidin fluor
CC(=O)Nc1ccc(S(=O)(=O)N(CC(=O)O)Cc2ccccc2)cc1	0.7	100.0	103.0	2.5	nt	99.0	13	102.0	103.0	99.0	34
COc1ccc2nc(NC(=O)CCc3ccc(OC)c(OC)c3)sc2c1	-0.2	97.0	101.0	5.7	-23.4	95.0	10	96.0	96.0	93.0	5
CCCc1ccc(-c2cc(NC(=O)CSc3n[nH]c(N)n3)n(-c3ccccc3)n2)cc1	0.5	103.0	100.0	2.0	nt	101.0	25	104.0	102.0	102.0	12
O=C(OCc1nc2ccccc2s1)c1cccc(S(=O)(=O)N2CCOCC2)c1	0.8	97.0	97.0	1.6	nt	97.0	6	98.0	98.0	95.0	5
CCn1c2c(c3ccc(OC)cc31)CCCC2=O	1.1	99.0	99.0	8.3	nt	95.0	27	98.0	98.0	100.0	2
Cc1c(C(=O)N2CCN(c3ccccn3)CC2)cccc1[N+](=O)[O-]	0.3	98.0	104.0	0.0	-19.7	100.0	65	99.0	99.0	106.0	13
Cc1ccc2cc(CN(CC3CCCO3)C(=S)NCc3ccco3)c(=O)[nH]c2c1 (stereo not given)	0.2	96.0	99.0	-0.1	nt	94.0	19	97.0	96.0	105.0	7
COc1ccc(CC(=O)NC2CC(C)(C)NC(C)(C)C2)cc1	0.3	100.0	106.0	-0.1	nt	100.0	23	100.0	102.0	96.0	19
Cc1csc(SC(C)C(=O)Nc2ccc(S(=O)(=O)N3CCCC3)cc2)n1 (stereo not given)	1.0	102.0	98.0	4.1	-29.7	98.0	21	102.0	100.0	98.0	8
CCOC(=O)CC12CN3CN(C1)CC(CC(=O)OCC)(C3)C2=O	0.1	95.0	93.0	-0.2	nt	91.0	55	93.0	95.0	96.0	7
Cc1ccc(/C=C2\SC(=S)N(C3CCS(=O)(=O)C3)C2=O)cc1 (stereo not given)	-0.3	98.0	99.0	-0.5	nt	96.0	12	97.0	98.0	97.0	9
O=C1NCC(c2ccccc2)C1C(=O)N/N=C/c1ccc(Cl)s1 (stereo not given)	0.6	100.0	102.0	12.5	-9.8	102.0	13	102.0	101.0	98.0	9
CSc1nnc(-c2sc3cc(Cl)ccc3c2Cl)n1C	-0.8	101.0	104.0	22.1	-21.0	101.0	36	100.0	101.0	101.0	14
Cc1ccc(NC(=S)NCCSc2ccc(Cl)cc2)cc1	0.1	97.0	98.0	6.8	-8.4	94.0	19	97.0	95.0	94.0	9
COc1c(C(=O)Nc2ccc3[nH]c(=O)[nH]c3c2)cc2ccccc2c1Br	0.0	100.0	102.0	0.3	11.1	97.0	24	101.0	99.0	104.0	9
CCOC(=O)c1sc(NC(=O)c2ccc(S(=O)(=O)N3CCOCC3)cc2)cc1C	0.2	83.0	81.0	2.9	nt	90.0	18	81.0	83.0	84.0	10
Cc1cnc(NC(=O)CSc2nnc(-c3ccccc3)n2Cc2ccccc2)s1	1.8	100.0	106.0	30.3	-22.0	99.0	18	101.0	100.0	96.0	30
S=C(NCc1ccco1)Nc1ccc(Cl)cc1	0.7	97.0	102.0	18.5	6.8	101.0	21	96.0	102.0	98.0	10
CC1(C)OC(=O)C(=NNc2ccc(O)cc2)C(=O)O1	0.2	105.0	113.0	14.9	nt	102.0	34	107.0	106.0	106.0	17
O=C(Nc1ccc(CCC(=O)N2CCCC2)cc1)c1ncn[nH]1	0.1	?	?	2.0	nt	?	12	?	?	?	25
COc1ccc2cc(C3CC(c4ccco4)=NN3S(=O)(=O)c3ccccc3)c(Cl)nc2c1 (stereo not given)	0.1	102.0	105.0	0.7	-5.6	99.0	10	99.0	102.0	97.0	3
CCc1nc(SCc2ccc(C(=O)OC)o2)n[nH]1	1.3	99.0	104.0	16.7	-16.3	100.0	14	97.0	100.0	98.0	6
CC1(C)Oc2ccc3ccc(=O)oc3c2/C(=C/Nc2ccccn2)C1=O	2.9	98.0	94.0	18.0	nt	96.0	25	96.0	97.0	95.0	12
Nc1nc(SCC(=O)c2cccc([N+](=O)[O-])c2)n[nH]1	-0.4	94.0	105.0	-0.7	-8.5	96.0	23	95.0	99.0	89.0	6
CS(=O)(=O)N(CC(=O)Nc1ccccc1C(=O)NCc1ccco1)c1ccccc1F	-0.6	96.0	96.0	2.7	15.1	95.0	11	101.0	96.0	103.0	9
Cc1ccc([N+](=O)[O-])cc1NC(=O)CCc1ccccc1	2.3	98.0	100.0	13.6	-14.2	98.0	11	97.0	95.0	99.0	3
COC(=O)c1nc(C(=O)OC)c(C(=O)OC)nc1C(=O)OC	0.6	98.0	99.0	2.5	-16.1	98.0	49	96.0	99.0	94.0	8
O=S(=O)(Nc1nc2ccccc2nc1-[n+]1ccccc1)c1ccc(Cl)cc1	0.6	98.0	100.0	2.4	-16.7	99.0	9	98.0	101.0	97.0	14
